Screening results (PubChem)
CHO-K1 Ca antag: M1 antagonist counterscreen hit in parental CHO-K1 cells | inhibition, % at 3 µM | ATP-induced calcium, Fluo-8 fluorescence | hit rate 0.6% among 360,000;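 active = inhibition above a per-plate cutoff, the plate's mean sample inhibition plus 3 SD, cut at about 24% in these data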;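 note: 0% = DMSO plus EC80 ATP and 100% = DMSO alone without ATP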
M1 PAM parental: nonselective activator or artifact in parental CHO-K1 calcium assay | ATP EC20, Fluo-8 calcium fluorescence; 0% at ATP EC20, 100% at ATP max | activation, % at 3 µM | hit rate 0.02% among 360,000;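 active = activation above the run cutoff, the mean activation of all test compounds plus 3 SD, cut at about 40% in these data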;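 note: peak over basal fluorescence ratio in a 140 s read after ATP addition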
CHO parental Ca: signal in parental CHO cells, OX1R antagonist counter-screen. hit rate 0.63% among 330,000. parental CHO-K1, ATP-induced calcium, Fluo-8 fluorescence. inhibition, % at 5.6 µM;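 active = inhibition above that plate's mean sample inhibition plus 3 SD, cut at about 26% in these data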;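 note: 0% = ATP-challenged DMSO wells and 100% = DMSO wells without ATP; some compounds past the cut are filed as inactive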
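Assay system: untransfected parental CHO cell line. Also added: ATP agonist challenge. Dosing: one dose, 5.6 µM nominal. Measured by: Fluo-8 fluorescence. Read-out: % inhibition. Benchmarks: ATP wells versus no-ATP DMSO wells. Repeats: no replicates.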
TAAR1 antag: antagonists of human TAAR1; CHO RD-HGA16 TAAR1, Fluo-8 calcium fluorescence, antagonist; inhibition, % at 3 µM; hit rate 1.5% among 360,000;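 active = inhibition above a per-plate cutoff, the mean inhibition of test compounds on that plate plus 3 SD, cut at about 49% in these data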;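 note: 0% = DMSO plus EC80 beta-PEA response and 100% = DMSO alone without agonist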
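Test system: CHO RD-HGA16 cells bearing hTAAR1 | Reagent: β-PEA, EC80 | Compound dosing: 3 µM, single point | Schedule: Dye loading 75 min at 37 °C, then 30 min room temperature | Signal: Calcium fluorescence with Fluo-8 | Evaluation: Percent inhibition of PEA-evoked calcium signal, max/basal emission ratio | Control set: DMSO-only wells and EC80 β-PEA-stimulated wells | Repeats: Singlicate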
CHRM1 agonist: agonists of human M1 muscarinic receptor; P11229; CHO-K1 hM1, Fluo-8 calcium fluorescence, agonist mode; 0% DMSO, 100% acetylcholine EC100; activation, % at 3 µM; hit rate 0.33% among 360,000;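 active = activation above the run's mean compound activation plus 3 SD, cut at about 16% in these data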;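 note: peak over basal fluorescence ratio within a 140 s kinetic read after compound addition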
Target sequence (P11229 whole entry, looked up): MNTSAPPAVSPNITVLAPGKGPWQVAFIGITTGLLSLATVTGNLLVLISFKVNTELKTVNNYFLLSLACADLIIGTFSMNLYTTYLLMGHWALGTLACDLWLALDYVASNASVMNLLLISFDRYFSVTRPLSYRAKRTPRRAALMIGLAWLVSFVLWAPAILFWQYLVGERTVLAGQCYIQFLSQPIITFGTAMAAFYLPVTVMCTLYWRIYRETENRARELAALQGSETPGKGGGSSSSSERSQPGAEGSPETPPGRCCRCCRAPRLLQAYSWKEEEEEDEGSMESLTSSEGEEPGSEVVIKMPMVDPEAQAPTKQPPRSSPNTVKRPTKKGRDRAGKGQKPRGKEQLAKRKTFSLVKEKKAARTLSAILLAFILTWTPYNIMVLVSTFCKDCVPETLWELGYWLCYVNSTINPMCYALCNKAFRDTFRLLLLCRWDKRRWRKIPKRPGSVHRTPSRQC
V1R ag counter: activates human V1a receptor in oxytocin agonist counter-screen; AID 2797; hit rate 0.25% among 320,000; activation, % at 3 µM; CHO-V1R cells, Fluo-8 calcium fluorescence, agonist mode; 0% DMSO, 100% 3 nM vasopressin;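 active = activation above the mean activation of all tested compounds plus 3 SD, per screening run, cut at about 20% in these data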;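 note: signal is peak over basal fluorescence ratio across a 100 second FLIPR read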
Target sequence (P37288 whole entry, looked up): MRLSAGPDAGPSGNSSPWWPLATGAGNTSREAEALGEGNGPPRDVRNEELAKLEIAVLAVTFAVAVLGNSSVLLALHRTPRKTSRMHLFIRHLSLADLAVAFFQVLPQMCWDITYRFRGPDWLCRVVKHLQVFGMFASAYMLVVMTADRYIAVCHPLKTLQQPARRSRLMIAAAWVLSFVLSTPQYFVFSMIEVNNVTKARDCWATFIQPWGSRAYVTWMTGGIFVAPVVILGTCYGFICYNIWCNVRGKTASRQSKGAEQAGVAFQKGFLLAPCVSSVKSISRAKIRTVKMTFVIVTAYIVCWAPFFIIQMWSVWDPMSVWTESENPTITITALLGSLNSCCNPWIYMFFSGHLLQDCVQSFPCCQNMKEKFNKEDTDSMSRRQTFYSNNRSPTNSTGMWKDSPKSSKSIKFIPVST
CHO-K1 Ca ag: counter-screen for M1 agonists: effect in parental CHO-K1 cells; hit rate 0.48% among 360,000; Fluo-8 calcium fluorescence; scaled to maximal ATP response, vehicle zero; activation, % at 3 µM; AID 602248; in the data active = activation above about 15%;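 note: untransfected CHO-K1 host cells lacking M1 receptor as counterscreen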
OXTR potentiate: potentiators of human oxytocin receptor. hit rate 0.061% among 320,000. activation, % at 3 µM. CHO-OTR cells, Fluo-8 calcium fluorescence, potentiator mode; 0% = oxytocin EC15, 100% = EC100;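 active = activation above that plate's cutoff, the mean activation of tested compounds plus 3 SD, cut at about 6.6% in these data, passing the limit was not always enough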;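 note: 100% uses oxytocin at 75 nM as the full agonist control; some results filed as inactive read as strong as hits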
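System: human OTR in CHO cells; Also added: sub-maximal oxytocin, roughly EC15; Timing: compound 6 min at room temperature before oxytocin, 100 s read; Technique: Fluo-8 intracellular calcium fluorescence, ex 470-495, em 515-575 nm; Controls: oxytocin EC15 low and EC100 high; Replication: singlicate.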
TAAR1 ag: human TAAR1 agonism | AID 624467 | hit rate 0.99% among 360,000 | Q96RJ0 | activation, % at 3 µM | CHO RD-HGA16 TAAR1, Fluo-8 calcium fluorescence; vehicle wells 0%, saturating PEA agonist 100%;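 active = activation above the mean activation of all test compounds in the run plus 3 SD, cut at about 38% in these data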
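Assay system – CHO-derived RD-HGA16 cells with stable Gα16 and human TAAR1 · Compound dosing – one-point dosing at 3 µM (nominal) · Incubation – 17-24 h seeding, 75 min 37 °C dye, 30 min RT · Measured by – kinetic Fluo-8 calcium fluorescence · Control set – DMSO vehicle as 0%, PEA at EC100 as 100% · Repeats – single well for each compound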
The depositor's hits bear a star; . = no result given.

1	COC(=O)[C@]12CCCCC=C1N(Cc1ccc(Cl)cc1Cl)C(=O)[C@H](CC(=O)NCC13CC4CC(CC(C4)C1)C3)C2
2	O=C(Nc1ccc(Cl)cc1)c1csc([C@H]2C[C@H](O)[C@@H](CO)O2)n1
3	COc1ccc(Cn2ccnc2SCC(=O)Nc2ccc(F)cc2F)cc1
4	O=C(CC1NCCNC1=O)OCc1ccccc1 (configuration not stated)
5	O=C(NC1CCCc2ccccc21)c1cc(S(=O)(=O)N2CCOCC2)ccc1F (configuration not stated)
6	Cc1c(C(=O)NCc2ccc3c(c2)OCO3)oc2ccc(S(=O)(=O)N3CCC(C)CC3)cc12
7	COc1ccc(COC(=O)c2c(C)nn(-c3ccccc3)c2Cl)cc1
8	COc1ccc(-c2cc(C#N)nc(Oc3ccc(Cl)cc3)n2)cc1

Assay by compound	1	2	3	4	5	6	7	8
CHO-K1 Ca antag	-11	20	-5	-1	-3	-5	-3	0
M1 PAM parental	10	-11	-9	8	1	18	2	20
CHO parental Ca	.	.	.	12	5	0	-21	-7
TAAR1 antag	-10	-27	-9	-9	15	.	16	-24
CHRM1 agonist	.	5	-4	-1	-4	-1	-4	-4
V1R ag counter	.	.	.	-0.6	3.5	-0.4	-0.2	-0.2
CHO-K1 Ca ag	0.8	1.9	1.2	0.2	1.8	1.3	0.3	1.0
OXTR potentiate	.	.	.	-5	-8	-9	0	6
TAAR1 ag	0	2	-2	3	8	.	2	-1

9	O=C(O)C1C2C=CC(C2)C1C(=O)NCCCN1CCCC1=O (configuration not stated)
10	COc1ccc(-c2nc3c(C(=O)NCCN(C)C)cccc3c3ccccc23)cc1
11	CC12CC3CC(C)(C1)CC(C(=O)Nc1nn[nH]n1)(C3)C2
12	CC1C(=O)N2CCCc3cc(NC(=O)c4ccccc4Br)cc1c32 (configuration not stated)
13	O=C(CN1CCCCC1)N/N=C/c1ccc(Cl)cc1Cl
14	Cc1ccc(Nc2nc(N)nc(CSc3nnnn3-c3ccccc3)n2)cc1
15	CC(C)CC(=O)Nc1nc(-c2ccc(S(=O)(=O)N3CCOCC3)cc2)cs1
16	COc1ccc(NC(=O)Cn2cnc3ccccc3c2=O)cc1OC

Assay by compound	9	10	11	12	13	14	15	16
CHO-K1 Ca antag	-15	-1	-11	-24	19	-9	-1	-2
M1 PAM parental	14	-17	1	8	-17	23	-20	0
CHO parental Ca	-2	.	-3	-21	-8	-9	.	-3
TAAR1 antag	-29	-32	13	-8	-4	-8	6	5
CHRM1 agonist	-1	-5	4	-3	-6	-1	0	-4
V1R ag counter	-0.5	.	0.9	0.6	-0.1	-0.4	.	0.5
CHO-K1 Ca ag	1.2	0.0	0.0	1.1	0.3	1.3	6.8	-0.6
OXTR potentiate	-7	.	1	-1	-3	-13	.	-7
TAAR1 ag	9	3	5	5	1	11	9	0

17	COc1ccc(C(=O)NCCNc2nc3ccc(C)cc3cc2C#N)cc1
18	Cc1ccc(O)c(-c2cc(-c3ccccc3C)[nH]n2)c1
19	O=C(COc1ccc(Cl)cc1)c1ccc(O)cc1O
20	O=C(NC1CCN(C(=S)NCc2ccco2)CC1)c1cccc(F)c1
21	O=C(CN1C(=O)c2ccccc2C1=O)Nc1nnc(C2CCCO2)s1 (configuration not stated)
22	CCCCCc1nnc(NC(=O)CN2C(=O)C3CCCCC3C2=O)s1 (configuration not stated)
23	CCCCN(C(=O)CC1CCCC1)c1c(N)n(CCCC)c(=O)[nH]c1=O
24	Oc1ccc(/C=N/n2c(COc3ccccc3)n[nH]c2=S)c(O)c1

Assay by compound	17	18	19	20	21	22	23	24
CHO-K1 Ca antag	-7	-7	11	-16	11	16	-4	-11
M1 PAM parental	12	10	11	20	-7	8	-20	7
CHO parental Ca	-27	.	3	-9	3	-23	-7	4
TAAR1 antag	-13	45	13	5	.	2	-12	-10
CHRM1 agonist	-3	-5	-2	-4	-4	2	-3	-1
V1R ag counter	-0.6	.	3.3	-0.5	0.6	1.0	-0.3	5.1
CHO-K1 Ca ag	0.0	0.0	0.9	8.4	0.1	-0.1	-0.4	3.1
OXTR potentiate	-2	.	-7	-4	-4	-1	-5	-15
TAAR1 ag	3	8	-2	9	.	-1	18	2

Brought forward from above: 4 compounds; new compounds follow.
21	O=C(CN1C(=O)c2ccccc2C1=O)Nc1nnc(C2CCCO2)s1 (configuration not stated)
22	CCCCCc1nnc(NC(=O)CN2C(=O)C3CCCCC3C2=O)s1 (configuration not stated)
23	CCCCN(C(=O)CC1CCCC1)c1c(N)n(CCCC)c(=O)[nH]c1=O
24	Oc1ccc(/C=N/n2c(COc3ccccc3)n[nH]c2=S)c(O)c1
25	CCC(=O)Nc1ccc(NC(=S)Nc2ccccc2)cc1
26	CC(C)OC(=O)c1ccc(OC(=O)c2cccnc2)cc1
27	Cc1nn(C(C)C(=O)N2CCCCC2)c(=O)c2c1sc1ccccc12 (configuration not stated)
28	COC(=O)/C=C1\SC(N2CCOCC2)=C(c2ccc(OC)cc2)C1=O
29	Cc1ccc(NC(=O)CNC(=O)c2ccc3c(c2)OCO3)nc1
30	CCC(=O)Nc1cccc(NC(=S)NC(=O)c2cc3ccccc3o2)c1
31	CCOC(=O)C1=C(COC(=O)CCOc2ccccc2C)NC(=O)NC1C (configuration not stated)
32	COCCNC(=O)Cn1c(=O)oc2cc(S(=O)(=O)N3CC(C)CC(C)C3)ccc21 (configuration not stated)

Assay by compound	21	22	23	24	25	26	27	28	29	30	31	32
CHO-K1 Ca antag	11	16	-4	-11	-9	-5	-6	-25	-3	-20	18	-6
M1 PAM parental	-7	8	-20	7	17	10	2	30	-12	19	-22	-1
CHO parental Ca	3	-23	-7	4	0	-2	-4	-12	-13	-18	-24	1
TAAR1 antag	.	2	-12	-10	-4	9	4	2	-15	15	8	1
CHRM1 agonist	-4	2	-3	-1	-2	-4	-3	-3	-2	-4	5	-4
V1R ag counter	0.6	1.0	-0.3	5.1	0.2	0.8	-0.4	0.1	0.0	0.3	-1.1	0.7
CHO-K1 Ca ag	0.1	-0.1	-0.4	3.1	0.1	0.7	0.3	0.8	0.4	0.7	-0.3	0.0
OXTR potentiate	-4	-1	-5	-15	-11	-7	-5	2	-5	-16	-5	-7
TAAR1 ag	.	-1	18	2	7	6	11	10	0	15	1	2

33	O=C(CSc1n[nH]c(-c2cccs2)n1)N1CCOCC1
34	Cc1ccc(C)c(NC(=O)CN(C)C(=O)c2ccc(-c3cccc(C(F)(F)F)c3)o2)c1
35	CCC(C)[C@H](NC(=O)NCc1cccnc1)C(=O)OC (some centres not stated)
36	CCOC(=O)C1(CCCc2ccccc2)CCN(C(=O)CCn2cnnn2)CC1
37	Cc1cccc(CC(=O)Nc2ccon2)c1
38	Cc1c(/C=N\NC(=O)C2(C)CC2(Cl)Cl)cnn1C (configuration not stated)
39	O=c1cc(/C=C/c2ccccc2)oc2c1ccc1ccccc12
40	Cc1cc(OCC(=O)NCCCn2ccnc2)c2c(C)c(C)c(=O)oc2c1

Assay by compound	33	34	35	36	37	38	39	40
CHO-K1 Ca antag	-17	4	18	-5	13	3	-14	-11
M1 PAM parental	2	-6	-10	12	19	1	32	-2
CHO parental Ca	-3	-8	-11	-5	0	-2	-26	-18
TAAR1 antag	-7	31	-12	10	-5	-9	36	-6
CHRM1 agonist	-2	0	-6	-1	0	-5	-10	-5
V1R ag counter	0.7	0.6	-1.0	6.2	0.1	1.3	0.7	0.0
CHO-K1 Ca ag	0.5	9.3	0.0	3.1	0.0	0.2	0.6	-0.6
OXTR potentiate	-7	-6	1	-7	-6	-6	-4	0
TAAR1 ag	1	2	2	3	0	3	3	1

41	O=C(Nc1cccn(Cc2c(Cl)cccc2Cl)c1=O)c1ccc(Cl)cc1Cl
42	Cc1noc(C)c1NC(=O)Nc1ccc2c(c1)C(=O)N([C@H](C)CO)C[C@@H](C)[C@@H](CN(C)S(=O)(=O)c1cn(C)cn1)OCCCC[C@H](C)O2
43	CCCNC(=O)c1n[nH]c2c1CC(C(C)(C)CC)CC2 (configuration not stated)
44	COC(=O)C1C(c2ccccc2)C(C(=O)N2CCOCC2)C1c1ccccc1 (configuration not stated)
45	CC(CCc1ccccc1)NC(=O)C(Cc1ccccc1)NS(=O)(=O)c1cccs1 (configuration not stated)
46	CC(=O)Nc1ccc(S(=O)(=O)N2CCN=C2SCc2cccnc2)cc1
47	O=C(O)CN1C(=O)C2(OCCO2)c2cc(Br)ccc21
48	C/C(=N/NS(=O)(=O)c1ccc(C)cc1)[C@H]1C[C@@H]1c1ccccc1

Assay by compound	41	42	43	44	45	46	47	48
CHO-K1 Ca antag	3	26*	-22	-4	-5	0	-9	-10
M1 PAM parental	11	10	4	15	6	-1	18	18
CHO parental Ca	-16	.	-22	-12	-21	-6	-3	-4
TAAR1 antag	5	-11	-9	0	3	-8	-2	-32
CHRM1 agonist	-4	-3	-10	-4	-5	-5	-2	-3
V1R ag counter	0.4	.	-0.3	0.4	-1.6	3.9	0.8	0.0
CHO-K1 Ca ag	-0.1	0.4	-1.2	0.4	0.2	1.7	0.1	-0.2
OXTR potentiate	-3	.	11	7	2	-8	-8	-5
TAAR1 ag	7	2	5	12	-2	12	5	-1

49	C[n+]1ccccc1Nc1cc([N+](=O)[O-])ccc1N
50	COc1ccc(CNC(=O)Cn2ccc([N+](=O)[O-])n2)cc1OC
51	CCOC(=O)Nc1cc2c(C)cc(=O)oc2cc1C
52	N#C/C(=C(\O)c1ccco1)c1ccccn1
53	CSCCC(NC(=O)c1ccccc1)C(=O)N1CCCCCCC1 (configuration not stated)
54	Cc1ccc(Cc2cncc(O)c2)cc1S(=O)(=O)O
55	COc1ccc(S(=O)(=O)N2CCOCC2)cc1NC(=O)COc1cccnc1[N+](=O)[O-]
56	O=C(N/N=C/C=C\c1ccccc1[N+](=O)[O-])c1cccs1

Assay by compound	49	50	51	52	53	54	55	56
CHO-K1 Ca antag	-9	1	-4	-8	-13	-15	-16	-1
M1 PAM parental	14	3	13	14	-3	20	9	-1
CHO parental Ca	-10	1	-4	-8	-7	-7	-21	-25
TAAR1 antag	-16	13	-18	-1	-6	6	-7	3
CHRM1 agonist	-9	-3	-2	-4	-4	-3	-3	-4
V1R ag counter	2.5	0.2	0.0	-0.8	0.2	0.1	-0.6	-0.5
CHO-K1 Ca ag	0.3	0.3	0.6	-0.1	1.1	0.3	1.4	0.5
OXTR potentiate	-2	3	-9	-11	-7	3	3	-3
TAAR1 ag	3	-1	-1	9	7	2	6	2
